Screening data: PubChem BioAssay, National Center for Advancing Translational Sciences (NCATS)
SW480 rerep: A quantitative high throughput screen for small molecules that induce DNA re-replication in SW480 colon adenocarcinoma cells; SW480 DNA re-replication, Hoechst DNA content imaging, 48 h; Potency, µM (doses to about 46.1 µM), for the others: top-dose re-replication activation, actives largely listed as activators; 1.8% of 340,000 active; also: potency is read from the fitted curve at half-maximal effect; % of control where 0% means no effect; nearly all actives have a fitted effect of over 55% in size
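Readout is total intensity of Hoechst-stained nuclei, excited at 405 nm and collected at 500-530 nm. Compound treatment lasted 48 hr at 37 C in 5% CO2 before staining.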
HT1080 IDH1KD tx: qHTS for induction of synthetic lethality in tumor cells producing 2HG: qHTS for the HT-1080-IDH1KD cell line | HT-1080 IDH1 knockdown viability, ATP luminescence, 48 h | Potency, µM (top dose mostly 46.1 µM), without a hit: at the top dose activity, negative = toxicity, hits mostly cytotoxic | 2% of 360,000 active | AID 686971, 2013;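 also: potency is read from the fitted curve at half-maximal effect; 0% = DMSO wells and -100% = cell-free medium wells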
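IDH1KD HT-1080 cells, 750/well, RPMI + 5% FBS; compound pinned after 2 h settling; 48 h, 37 °C; CellTiter-Glo luminescence; % activity normalised to DMSO and no-cell wells; curves fitted, classed by r2 and efficacy.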
KB-3-1 cytotox: qHTS assay for MDR1-selective chemotherapeutics: Primary screen using the parental adenocarcinoma cell KB-3-1. 1.4% of 400,000 active. Potency, µM (highest dose often 46.1 µM), without a hit: top-dose activity change, negative = cytotoxic, hits mostly cytotoxic. KB-3-1 viability, CellTiter-Glo ATP luminescence, 72 h. AID 1347075, 2019; also: potency is read from the fitted curve at half-maximal effect; % is scaled to controls: 0 for no effect and ±100 for the full control effect; nearly all actives have a fitted effect of over 60% in size
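Screening of KB-3-1 cells (DMEM, 10% FBS, phenol-red free) ran from lowest to highest compound concentration; after 72 h at 37 °C viability was read luminescently and curves fitted.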
KB-V1 MDR tox: qHTS assay for MDR1-selective chemotherapeutics: Primary screen using the drug-selected MDR subline cells KB-V1; KB-V1 MDR cells viability, CellTiter-Glo, 72 h; Potency, µM (highest dose often 46.1 µM), for the others: at the highest dose activity change, negative = cytotoxicity, actives largely listed as cytotoxic; 3.4% of 400,000 active; AID 1347076, 2019; also: potency is read from the fitted curve at half-maximal effect; % is scaled to controls: 0 for no effect and ±100 for the full control effect; nearly all actives have a fitted effect of over 60% in size
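Luminescent ATP read-out (CellTiter-Glo, 10 min) measures survival of drug-selected KB-V1 MDR cells after 72 h, 37 degrees C compound exposure. Medium: phenol-red-free DMEM, 10% FBS. Values from fitted concentration-response curves.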
DRD3 agonist: qHTS of D3 Dopamine Receptor Agonist: qHTS | 0.58% of 410,000 active | max activation, % | AID 652048, 2013 | D3R DiscoveRx beta-arrestin cells, luminescence, 90 min; in the data active = max activation above about 30%; also: 0% is about no effect; mostly tested at two doses, the higher about 12 µM
Target sequence (P35462 whole entry, looked up): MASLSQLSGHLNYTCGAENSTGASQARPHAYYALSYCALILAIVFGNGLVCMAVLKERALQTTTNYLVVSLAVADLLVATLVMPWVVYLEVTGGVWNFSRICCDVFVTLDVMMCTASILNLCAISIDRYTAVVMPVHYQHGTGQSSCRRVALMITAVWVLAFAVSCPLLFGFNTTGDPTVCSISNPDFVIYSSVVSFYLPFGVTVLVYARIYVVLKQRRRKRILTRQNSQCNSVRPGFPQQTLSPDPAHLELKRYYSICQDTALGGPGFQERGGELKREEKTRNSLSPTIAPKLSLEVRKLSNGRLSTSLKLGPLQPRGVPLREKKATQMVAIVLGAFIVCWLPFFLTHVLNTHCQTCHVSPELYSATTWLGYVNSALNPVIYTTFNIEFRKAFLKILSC
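Cells at 1500/well, incubated overnight, then treated with pinned compounds (dopamine as control) for 90 min at 37 degrees C. DiscoveRx reagent added for 30 - 60 minutes at room temperature; luminescence read.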
HT1080-NT tox: qHTS for induction of synthetic lethality in tumor cells producing 2HG: qHTS for the HT-1080-NT fibrosarcoma cell line | HT-1080-NT fibrosarcoma viability, CellTiter-Glo ATP luminescence, 48 h | Potency, µM (top dose mostly 46.1 µM), inactives show at the top dose activity, negative = less viability, hits mostly cytotoxic | 1.6% of 360,000 active | AID 686970, 2013;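 also: NT is the 2HG producing partner of a matched IDH1 knockdown line; potency is read from the fitted curve at half-maximal effect; 0% = DMSO-treated cells and -100% = media-only wells without cells; nearly all actives have a fitted effect of over 55% in size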
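Viability of the 2HG-overproducing fibrosarcoma line after 48 hours of compound exposure at 37 degrees C was determined by luminescence with CellTiter-Glo, and concentration-effect curves were then fitted and categorized.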
D3 antag: qHTS of D3 Dopamine Receptor Antagonist: qHTS; 2.5% of 360,000 active; D3R cells, DiscoveRx beta-arrestin luminescence, antagonist mode; stronger effect = lower value; max response, negative = inhibition, %; in the data active = max response below about -50%; inconclusive = no clear call, values can overlap the other calls; also: % is scaled to controls: 0 for no effect and ±100 for the full control effect; mostly tested at two doses, the higher about 12 µM
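Cells expressing the human receptor were seeded at 1500 cells/well, incubated overnight at 37 degrees C in 5% CO2, then exposed to library compounds with dopamine controls for 90 minutes at 37 degrees C before luminescent detection.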
GLP1R ag: qHTS of GLP-1 Receptor Agonists; Potency, µM (titrated, usually from 45.6 µM), for inactives: at the top dose activation, hits mostly activators; 0.007% of 380,000 active; HEK293 GLP-1R CRE-luciferase, luminescence, 4-6 h; cells express a hypersensitive GLP-1R form; AID 624172, 2012; also: potency is read from the fitted curve at half-maximal effect; % of control where 0% means no effect
Target sequence (P43220 whole entry, looked up): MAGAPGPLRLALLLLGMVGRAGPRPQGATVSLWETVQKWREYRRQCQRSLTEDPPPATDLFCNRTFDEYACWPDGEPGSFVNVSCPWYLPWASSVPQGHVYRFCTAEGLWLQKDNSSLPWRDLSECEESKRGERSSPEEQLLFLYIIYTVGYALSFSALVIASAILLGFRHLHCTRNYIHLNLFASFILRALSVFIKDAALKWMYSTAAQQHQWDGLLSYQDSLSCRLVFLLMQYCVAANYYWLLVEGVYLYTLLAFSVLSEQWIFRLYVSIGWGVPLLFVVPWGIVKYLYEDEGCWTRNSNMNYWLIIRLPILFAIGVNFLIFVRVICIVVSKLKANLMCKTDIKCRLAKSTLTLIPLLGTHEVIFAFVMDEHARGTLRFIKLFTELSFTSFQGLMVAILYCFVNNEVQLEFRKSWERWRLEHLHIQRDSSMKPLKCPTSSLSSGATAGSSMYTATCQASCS
IL-1B inflam inh: qHTS for Inhibitors of Inflammasome Signaling: IL-1-beta AlphaLISA Primary Screen; THP-1 LPS/ATP IL-1B secretion, AlphaLISA, 16 h; stronger effect = lower value; activity change, % at 57.5 µM; 4.7% of 360,000 active; AID 743279, 2014; in the data active = activity change below about -50%; inconclusive = mostly about -30% to -49%; also: % is scaled to controls: 0 for no effect and ±100 for the full control effect
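Secreted IL-1B measured by AlphaLISA bead assay after 16 h compound exposure of THP-1 cells; compounds (final up to 57.5 uM) added 1 h before LPS (250 ng/mL) and ATP (1.25 mM) stimulation; lower signal means less secretion.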
* hit, by the source's call; ? = inconclusive; nt = no result given; & = joins results of further samples; [ ] = remark or other dose. Unless noted, calls follow the shape of the dose curve; as a rule, active = well fitted curve in the direction sought with a large enough effect; inconclusive = small, poorly fitted or top-dose-only effect, or another doubt; inactive = no such curve, though single readings can be large; an effect the other way counts as inactive or inconclusive.

SMILES	SW480 rerep	HT1080 IDH1KD tx	KB-3-1 cytotox	KB-V1 MDR tox	DRD3 agonist	HT1080-NT tox	D3 antag	GLP1R ag	IL-1B inflam inh
Cc1cccc(CCNC(=O)C2CCC(=O)N2Cc2ccc(F)cc2)c1 (stereo not given)	13%	-3%	-1%	-4%	1	-8%	-6	6%	-11
Cc1ccc(-n2c(SCCN)nnc2-c2cccc(C)c2)cc1	?	?	?	5%	-16	?	?	15%	-20
COc1ccc2c(CC(=O)Nc3ccccc3OC)coc2c1	-45%[inhibitor]	9%	-2%	-14%	-3	2%	-1	8%	-8
COc1ccccc1CN1CC(C(=O)NCc2cc(C(C)C)no2)CCC1=O (stereo not given)	-8%	13%	-4%	-5%	19	23%	-4	-3%	0
COc1ccc(-c2nn3c(-c4ccccc4)nnc3s2)cc1	-6%	-22%	?	?	-2	-19%	-13	16%	-55*
CCOC(=O)C1=C[C@@H](C(C)(C)C)N(S(=O)(=O)c2ccc(C)cc2)[C@H]1c1ccc(C)cc1	nt	13µM*	-19%	-19%	3	?	8	12%	51
COc1cccc(NC(=O)c2sc3nc4n(c(=O)c3c2C)CCC4)c1	1%	-1%	-4%&10%	?	1&-1	2%	-14	9%	-28
COc1ccc(S(=O)(=O)NCC(=O)O)cc1C(=O)NC1CCCCC1	-3%	8%	10%	13%	-6	8%	8	-3%	-10
CS(=O)(=O)Cc1ccc(C(=O)Nc2cccc(-c3nc4ccccc4[nH]3)c2)cc1	14%	?	-7%	-6%	-6	-28%	5	13%	-3
CCN(CC)C(=O)c1[nH]cnc1C(=O)N[C@@H](C)C(=O)OC(C)(C)C	-6%	6%	12%	7%	12	4%	0	6%	24
CCN(CC)C(=S)NCCc1ccccc1	3%	-28%	4%	4%	-8	-4%	-23	8%	6
Cc1ccc(CNC(=O)C2c3ccccc3C(=O)N(C)C2c2c[nH]c3ccccc23)o1 (stereo not given)	1%	2%	15%	?	5	-1%	-6	-10%	-5
NC(CCc1ccccc1)c1csc(Nc2nccc(C(F)(F)F)n2)n1 (stereo not given)	nt	?	0%	5%	3	16µM*	36	-1%	-18
COc1ccc(NC(=O)C(c2ccccc2)c2ccccc2)c(OC)c1	-7%	1%	-9%	-13%	1	2%	-24	8%	-14
COc1cccc(C2NC(=O)c3ccccc3O2)c1OC (stereo not given)	-1%	-4%	-2%	-18%	-4	-14%	21	-10%	-22
C[C@H](NC(=O)c1ccccc1Cl)C(=O)Nc1ccccc1F	-10%	13%	3%	-1%	5	27%	12	9%	-1
COc1ccc(C(=O)NCS(=O)(=O)c2ccc(C)cc2)cc1	-3%	-6%	0%	5%	3	3%	24	-6%	14
Cc1c(OC(=O)CNC(=O)OC(C)(C)C)ccc2c3c(c(=O)oc12)CCC3	2%	-21%	0%	-24%	-1	16%	16	0%	-8
O=C(NCCc1ccc(O)c(O)c1)C1COc2ccccc2O1 (stereo not given)	?	?	-14%	-1%	92*	-9%	13	6%	29
C/C(N)=C(/C#N)C(=O)CSc1nn(-c2ccc(Cl)cc2)c(=S)s1	?	-10%	-18%	-3%	0	-1%	2	-3%	30
Cc1cccc(OCC(=O)OCC(=O)N2CCCc3ccccc32)c1C	-4%	-3%	-4%	?	-1	3%	0	1%	35
Cc1ccc(-c2nc(N=Nc3ccc(O)cc3)n[nH]2)cc1	-3%	-15%	13%	13µM*	1	12%	-21	-17%	-1
CC(C)N(c1ccccc1)c1ccc(NC(=S)NCCN(C)C)cc1	?	21µM*	?	-26%	-13	16µM*	-73*	9%	nt
CCN(CC)S(=O)(=O)c1ccc(C)c(NC(=O)CN2C(=O)NC3(CCCC3)C2=O)c1	?	11%	-2%	-5%	4	-2%	-21	7%	10
COc1ccccc1N1CCN(C(=O)C2CCCO2)CC1 (stereo not given)	?	7%	-2%	-8%	-14	8%	3	1%	4

Grouped by structure: the entries above with fluorine (3)
SMILES	SW480 rerep	HT1080 IDH1KD tx	KB-3-1 cytotox	KB-V1 MDR tox	DRD3 agonist	HT1080-NT tox	D3 antag	GLP1R ag	IL-1B inflam inh
Cc1cccc(CCNC(=O)C2CCC(=O)N2Cc2ccc(F)cc2)c1 (stereo not given)	13%	-3%	-1%	-4%	1	-8%	-6	6%	-11
NC(CCc1ccccc1)c1csc(Nc2nccc(C(F)(F)F)n2)n1 (stereo not given)	nt	?	0%	5%	3	16µM*	36	-1%	-18
C[C@H](NC(=O)c1ccccc1Cl)C(=O)Nc1ccccc1F	-10%	13%	3%	-1%	5	27%	12	9%	-1

Remaining list, next part
SMILES	SW480 rerep	HT1080 IDH1KD tx	KB-3-1 cytotox	KB-V1 MDR tox	DRD3 agonist	HT1080-NT tox	D3 antag	GLP1R ag	IL-1B inflam inh
O=[N+]([O-])c1ccc(C(O)CN2CCN(Cc3ccccc3)CC2)cc1 (stereo not given)	-6%	-8%	1%	-16%	-23	1%	?	6%	14
COc1cc(CCC(=O)N2CCN(c3ccc([N+](=O)[O-])cc3)CC2)cc(OC)c1OC	-8%	14%	-2%	7%	8	4%	74	1%	0
Cn1ccc2c(/C=C/c3ccc(F)cc3)cc3c(c21)C1CCC3C1 (stereo not given)	nt	2%	0%	7%	-2	0%	11	-5%	16
Nc1ncnc2c1ncn2[C@@H]1O[C@H](C(=O)Nc2ccc(Oc3ccccc3)nc2)[C@@H](O)[C@H]1O	nt	13%	0%	-3%	-5	2%	-11	-4%	0
CCn1cc(CN2CCCC(C(=O)c3ccc(-c4ccccc4)c(F)c3)C2)cn1 (stereo not given)	?	21µM*	-6%	-1%	-24	?	-12	7%	-81*
COc1cccc(NC(=O)CSc2cc(C)[nH]c(=O)n2)c1	nt	nt	-6%	-6%	3	nt	nt	2%	nt
O=C(COc1ccc(Br)cc1)N(CCO)CCO	1%	-3%	-1%	-6%	2	-6%	10	1%	14
COc1ccccc1N=CC1=C(O)CC(c2ccccc2)CC1=O (stereo not given)	-4%	?	0%	-11%	-24	?	-25	22%	0
COc1ccc(CNC(=O)CCCNC(=O)c2ccc(Cl)cc2)cc1OC	-2%	2%	-13%	-13%	7	20%	18	-3%	19
c1ccc(OCCn2c(-c3ccco3)nc3ccccc32)cc1	10%	-5%	4%	-7%	13	?	15	12%	-4
CN(C)CCCNS(=O)(=O)c1ccc(NC2CCCCCC2)c([N+](=O)[O-])c1	?	?	18µM*	?	-6	?	17	17%	-71*
CCc1cc(C(=O)Nc2nc(-c3ccccn3)cs2)sc1C	22%	?	-25%	-1%	-28	-1%	-4	-1%	114
Cc1cc(N/C=C2\CCCCC2=O)no1	2%	11%	25%	-13%	0	8%	13	4%	-14
COc1cccc(NC(=O)CN(c2cccc(C(F)(F)F)c2)S(C)(=O)=O)c1	2%	-23%	0%	-27%	-5	-21%	-14	-3%	?
Cc1ccc(-c2nc(CSCC(=O)NCc3cccnc3)c(C)o2)cc1	0%	-3%	?	3.7µM*	8	3%	19	0%	-1
O=C(CSc1nnc(SCc2ccccc2)s1)N/N=C/c1c[nH]c2ccccc12	-10%	-17%	0%	-12%	5	-1%	2	2%	52
Cc1[nH]c2ccccc2c1C(=O)CSc1ccccc1	nt	-1%	0%	-25%	4	1%	5	0%	0
Cc1ccc2nc(NC(=O)CC3Oc4ccccc4NC3=O)sc2c1 (stereo not given)	-3%	-4%	10%	9%	0	-4%	-1	-2%	0
COc1ccc(S(=O)(=O)N2CCN(CC(O)CN3CCOCC3)CC2)cc1 (stereo not given)	-5%	0%	0%	?	2	-2%	-5	-5%	-14
Cc1cccc(Nc2c3c(nc4ncnn24)CCC3)c1	-175%[inhibitor]	-7%	2%	-17%	0	-22%	-13	3%	25
CCOC(=O)c1[nH]c(C)c(C)c1C	-2%	19%	0%	15%	3	27%	8	-8%	-10
COc1ncnc2c1oc1nc(CC(C)C)c3c(c12)CCCC3	-6%	-1%	-14%	-6%	0	14%	-13	7%	2
CC1(C)CC(=O)C2=C(C1)OC(N)=C(C#N)C2C1CC=CCC1 (stereo not given)	0%	-9%	-2%	16µM*	-21	26%	-22	7%	1
COc1ccc(/C=N/NC(=O)c2c(C)nc3ccc(Br)cn23)cc1OC	43%	4.6µM*	-9%	0%	-12	?	-27	16%	46
C[C@@]12CCC=C[C@H]1[C@H](c1ccccc1Br)N(Cc1ccccc1)C2=O	-1%	-14%	0%	0%	8	-17%	10	7%	10
(next part)
SMILES	SW480 rerep	HT1080 IDH1KD tx	KB-3-1 cytotox	KB-V1 MDR tox	DRD3 agonist	HT1080-NT tox	D3 antag	GLP1R ag	IL-1B inflam inh
COc1ccc2nc(C)cc(SCC(=O)N/N=C/c3ccccc3)c2c1	-6%	-10%	-15%	-16%	4	-10%	66	3%	-98*
O=C(c1ccc(S(=O)(=O)N2CCCCC2)cc1)N1CCN(c2ccccc2)CC1	-13%	-6%	2%	-14%	-1	4%	-1	-3%	-9
CCOC(=O)c1ccccc1NC(=O)C=C(C)C	nt	1%	0%	9%	1	1%	14	4%	3
CC1(C)CC(=O)C2=C(C1)OC(N)=C(C#N)C2c1cn(-c2ccccc2)nc1-c1ccc(F)cc1 (stereo not given)	11%	?	?	8%	1	?	-7	6%	?
CC1CCc2c(sc(NC(=O)c3nc4ncccn4n3)c2C#N)C1 (stereo not given)	1%	0%	-20%	-6%	4	0%	6	3%	-17
Cc1ccc(-c2cn3nc(C)c(C)nc3n2)cc1	?	-6%	-20%	-8%	-5	-11%	-10	-36%[inhibitor]	3
